From PubChem BioAssay
MrgX1 antagonist: human MrgX1 receptor antagonism, primary screen. 310,000 tested, 1.3% active. MRGX1-HEK293 calcium flux, Fluo-4, BAM8-22 antagonism; stronger effect = lower value. AID 588676. B-score at 10 µM;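 active = calcium-response B-score plate-corrected more than 3 library SD below zero, starting fluorescence within 5 deviations, no agonist response on first addition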;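 note: peak minus trough fluorescence over baseline after final BAM8-22 challenge near maximal dose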
MrgX1 ag: human MrgX1 receptor agonism, primary screen; Q96LB2; MrgX1-HEK293 cells, Fluo-4 calcium fluorescence, agonist mode; stronger effect = higher value; B-score at 10 µM; 310,000 tested, 0.44% active; AID 588627;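 active = calcium response B-score plate-corrected fluorescence ratio at least 3 library SD, with starting fluorescence B-score inside 5 SD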
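System – MrgX1-expressing HEK293 cells · Incubation – cells plated overnight, dye loaded 0.5 h 37 °C, 0.5 h room temperature · Technique – kinetic Fluo-4 NW fluorescence of intracellular calcium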
TMEM16A inh: blocks the mouse calcium-activated chloride channel TMEM16A. HEK293 TMEM16A/YFP iodide influx fluorescence, ionomycin. 310,000 tested, 1.2% active. Q8BHY3. normalized B-score (activity score, 25-100; higher = stronger inhibition) at 10 µM. AID 588511;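 active = ratio plate-corrected score three or more library SD toward inhibition, starting fluorescence score within five deviations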;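 note: score derived from kinetic fluorescence span divided by baseline fluorescence per well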
TRPC4 potent: allosterically enhances the mouse TRPC4 cation channel. HEK293 TRPC4beta/mu-opioid, DAMGO EC20, Fluo-4 Ca2+ flux; stronger effect = higher value. B-score at 10 µM. 310,000 tested, 0.42% active;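 active = B-score of calcium response area above 5 SD of library B-scores, with initial fluorescence ratio within 5 SD of library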;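 note: B-score of integrated fluorescence ratio over time as area under calcium response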
ANO1 activ: activates or potentiates the mouse TMEM16A chloride channel | B-score at 10 µM | 340,000 tested, 0.3% active | HEK293 TMEM16A/YFP-H148Q/I152L, iodide quench fluorescence; stronger effect = lower value | AID 623877 | Q8BHY3;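 active = fluorescence-ratio B-score plate-corrected deviation score at least 3 library SD below zero, with starting fluorescence score within 5 deviations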;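 note: channel opened by trigger with iodide after compound preincubation; score built on the fluorescence ratio of max minus min over baseline; more negative score means more quench and so TMEM16A activation or potentiation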
TRPC6 inh: inhibitors of mouse TRPC6 channel; Q61143; 310,000 tested, 1.1% active; B-score at 10 µM; AID 2553; HEK293-TRPC6, membrane potential dye, ACh-evoked depolarization; stronger effect = lower value;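 active = B-score under library mean minus 3 SD, initial fluorescence not abnormally high, positive integrated signal ratio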;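 note: B-score derived from integrated fluorescence ratio over the kinetic read; more negative B-score means stronger inhibition of depolarization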
Target sequence (Q61143 whole entry, looked up): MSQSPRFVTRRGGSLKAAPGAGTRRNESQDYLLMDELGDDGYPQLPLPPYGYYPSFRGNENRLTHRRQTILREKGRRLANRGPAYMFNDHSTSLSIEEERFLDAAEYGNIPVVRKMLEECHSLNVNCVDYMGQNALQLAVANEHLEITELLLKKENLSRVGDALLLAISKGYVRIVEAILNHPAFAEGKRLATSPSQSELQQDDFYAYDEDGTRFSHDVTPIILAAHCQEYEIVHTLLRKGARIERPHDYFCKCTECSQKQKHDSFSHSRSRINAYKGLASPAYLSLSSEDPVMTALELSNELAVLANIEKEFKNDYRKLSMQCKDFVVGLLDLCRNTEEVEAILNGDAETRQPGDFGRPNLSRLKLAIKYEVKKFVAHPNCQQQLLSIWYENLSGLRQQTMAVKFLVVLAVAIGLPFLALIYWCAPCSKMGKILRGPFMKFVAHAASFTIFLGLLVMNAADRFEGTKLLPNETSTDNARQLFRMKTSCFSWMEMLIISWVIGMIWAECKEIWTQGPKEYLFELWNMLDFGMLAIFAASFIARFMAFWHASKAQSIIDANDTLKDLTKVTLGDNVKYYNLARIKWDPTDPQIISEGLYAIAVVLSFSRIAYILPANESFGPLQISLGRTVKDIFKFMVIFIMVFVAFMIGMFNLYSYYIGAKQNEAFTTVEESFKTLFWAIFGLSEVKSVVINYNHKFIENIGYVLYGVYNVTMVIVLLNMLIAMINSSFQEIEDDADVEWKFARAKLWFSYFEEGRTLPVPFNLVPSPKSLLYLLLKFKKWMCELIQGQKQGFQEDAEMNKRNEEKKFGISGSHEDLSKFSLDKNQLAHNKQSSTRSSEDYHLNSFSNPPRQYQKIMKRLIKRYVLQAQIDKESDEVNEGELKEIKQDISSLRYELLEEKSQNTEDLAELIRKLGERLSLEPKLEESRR
TRPC6 activator: mouse TRPC6 channel activation. Q61143. 310,000 tested, 0.13% active. HEK293-TRPC6 membrane potential dye fluorescence; stronger effect = higher value. B-score at 10 µM. AID 2550;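 active = B-score of the integrated fluorescence ratio above library mean plus 3 SD, and starting fluorescence ratio within library mean plus 5 SD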;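 note: higher score means more depolarization so channel activation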
SKKanGAS inh: blocks kanamycin growth of S. pyogenes SKKanGAS strain | BacTiter-Glo, 6 h | inhibition, % at 7.5 µM | 300,000 tested, 1.3% active;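 active = mean replicate score, as percent of positive control median, at least 50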;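 note: strain carries kanamycin resistance gene driven by streptokinase promoter and grows in 40 µg/ml kanamycin; loss of luminescence reflects streptokinase promoter inhibition or plain growth inhibition; 0% = median of DMSO wells and 100% = positive control at its reference dose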
TRPC4 act: opens the mouse TRPC4 cation channel; Q9QUQ5; AID 2237; B-score at 10 µM; HEK293 TRPC4beta/mu-opioid, Fluo4 calcium fluorescence; stronger effect = higher value; 310,000 tested, 0.49% active;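 active = B-score above 5 SD of library B-scores, and initial fluorescence ratio not above library mean plus 5 SD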;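 note: positive B-score marks a calcium rise read as TRPC4 activation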
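Assay system: HEK293 stable line with TRPC4beta plus mu-opioid receptor. Times: dye 45 min RT, read 110 s. Measured by: kinetic Fluo4 calcium fluorescence. Measure: B score of integrated ratio. Controls: assay buffer as low control, maximal DAMGO as high control.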
TRPC4 inh: blocks the mouse TRPC4 cation channel. HEK293 TRPC4beta/mu-opioid, DAMGO-evoked Fluo4 calcium flux; stronger effect = lower value. B-score at 10 µM. 300,000 tested, 0.39% active;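 active = B-score over 3 SD under the library average, no early fluorescence shift, positive overall ratio signal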
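Assay system: TRPC4beta/mu-opioid receptor HEK293 cell line; compound dosing: single concentration per test compound; detection: Fluo4 Ca2+ flux fluorescence; evaluation: per-well B score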
MrgX1 allo act: human MrgX1 positive allosteric modulation, primary screen. 310,000 tested, 0.63% active. AID 588675. MrgX1-HEK293, Fluo-4 calcium flux, FDSS; stronger effect = higher value. B-score at 10 µM. Q96LB2;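 active = plate-corrected calcium response at least 3 library SD above typical, normal starting fluorescence, not activating the receptor alone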;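 note: compound read alongside a low EC10 to EC30 dose of BAM8-22 agonist; peak minus trough fluorescence over baseline measured at the second addition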
Numbers without * were called inactive; i = inactive; / = not tested or not shown. This is a random part of the collection (roughly 6.7% active in at least one column).

SMILES	MrgX1 antagonist	MrgX1 ag	TMEM16A inh	TRPC4 potent	ANO1 activ	TRPC6 inh	TRPC6 activator	SKKanGAS inh	TRPC4 act	TRPC4 inh	MrgX1 allo act
CCOC(=O)CCC(NC(=O)CCCCCCCC(=O)NC(CCC(=O)OCC)C(=O)OCC)C(=O)OCC (configuration not stated)	i	i	i	i	i	i	i	4.8	i	i	i
COc1cccc(NC(=O)Nc2cnccn2)c1	i	i	i	i	i	i	i	-18.9	i	i	i
Cc1ccnc(NC(=O)Cc2c(F)cccc2Cl)c1	i	i	i	i	i	i	i	1.5	i	i	i
COc1ccnc2c1c(=O)n(Cc1c(F)cccc1Cl)c(=O)n2C	i	i	i	i	i	i	i	-8.5	i	i	i
O=C(O)c1ccc2cccc(O)c2n1	i	i	i	i	i	i	i	7.2	i	i	i
Nn1cc(-c2ccccc2)nc1SCC(=O)NCC1CCCO1 (configuration not stated)	i	i	i	i	-20.5*	i	i	-0.5	i	i	i
COc1ccc(COC(=O)c2ccc(C)c(S(=O)(=O)N3CCOCC3)c2)cc1F	i	i	i	i	i	i	i	-2.4	i	i	i
N#Cc1c(N)nc(SCC(=O)NCc2ccc3c(c2)OCO3)c(C#N)c1-c1cccs1	i	i	i	i	i	i	i	7.7	i	i	i
CCOC(=O)N1CCC(N2CCN(C3CCCC3)C(CCO)C2)CC1 (configuration not stated)	i	i	i	i	i	-8.15*	i	-4.7	i	i	i
COc1ccc(CCNC(=O)C2CCN(C(=O)c3ccc(C(C)(C)C)cc3)CC2)cc1OC	i	i	i	i	i	i	i	1.6	i	i	i
CC(C)CCNC(=O)CCNS(=O)(=O)c1ccc(Cl)cc1	i	i	i	i	i	i	i	-4.2	i	/	i
O=C(c1ccc2nc3ccccc3c(=O)n2c1)N1CCN(Cc2ccc3c(c2)OCO3)CC1	-9.63*	i	i	i	i	i	i	10.2	i	i	i
CC(=O)NCCCC(=O)NC(CCC(=O)OCc1ccccc1)C(=O)OCc1ccccc1 (configuration not stated)	i	i	i	i	i	i	i	-6.3	i	i	i
CN(C)CCCNCCCNC(=O)/C(=N\O)c1ccccn1	i	i	i	i	i	i	i	3.9	i	i	i
CS(=O)(=O)N1CCN(c2ccc(NC(=O)c3ccc(Br)o3)cc2)CC1	i	i	i	i	i	i	i	-5.0	i	i	i
COC(=O)c1ccccc1NC(=O)CN1CCN(c2ccccn2)CC1	i	i	i	i	i	i	i	-4.6	i	i	i
COc1cccc(-c2nnn(CC(C)=O)n2)c1	i	i	i	i	i	i	i	-5.2	i	i	i
O=C(CCN1C(=O)/C(=C/c2ccccc2Cl)SC1=S)NC1CCS(=O)(=O)C1 (configuration not stated)	i	i	i	i	i	i	i	2.3	i	i	i
Cn1nnc2c[n+](CC(=O)c3ccc(Cl)cc3)cc(Br)c21	i	i	i	i	i	i	i	5.4	i	i	i
CC(C)(C)c1nc(SCC(=O)NNC(=O)c2ccccc2)c2ccccc2n1	i	i	i	i	i	i	i	8.3	i	i	i
O=C(Nc1ccc(C(=O)N2CCCC2)cc1)c1cccc(C(F)(F)F)c1	i	i	i	i	i	i	i	-4.8	i	i	i
Cc1cccc(N(C(=O)CCC(=O)Nc2cc(C)on2)C(C(=O)NC2CCCC2)c2ccncc2)c1 (configuration not stated)	i	i	i	i	i	i	i	-0.4	i	i	i
O=C(c1nc2ccc(Cl)cn2c1CNCC[C@@H]1C[C@@H]2C=C[C@H]1C2)N1CCCCCCC1	i	i	i	i	i	i	i	-3.9	64*	i	i
O=C(NCc1ccc2c(c1)OCO2)c1ccc2snnc2c1	i	i	i	i	i	i	i	-0.6	i	i	i
Cc1ccc(OCCN2CCN(C(=O)CCC(=O)Nc3nnc(C(C)C)s3)CC2)cc1	i	i	i	i	i	i	i	-3.5	i	i	i
C/C(CC(=O)Nc1ccc(N(C)C)cc1)=N\NC(=O)c1ccc(F)cc1	i	i	i	i	i	i	i	-1.5	i	i	i
CCOc1ccc(/C=N/NC(=O)C2(O)c3ccccc3-c3ccccc32)cc1	i	i	i	i	i	i	i	-1.7	i	i	i
CCOCCc1c(O)nc(SCC(=O)N2CCOCC2)[nH]c1=O	i	i	i	i	i	i	i	0.7	i	i	i
COc1ccccc1-n1c(SCC(=O)NC2CCCC2)nc2cccnc21	i	i	i	i	i	i	i	-1.1	i	i	i
Cc1ccc(OCC(=O)NCc2ccccn2)c(Br)c1	i	i	i	i	i	i	i	4.2	i	i	i
CC1Cc2ccccc2N1C(=O)C1CCN(S(=O)(=O)Cc2ccccc2)CC1 (configuration not stated)	i	i	i	i	i	i	i	2.5	i	i	i
CNc1cc(CS(=O)c2ccccc2)nc(-c2ccccc2)n1 (configuration not stated)	i	i	i	i	i	i	i	1.7	i	i	i
Cc1ccc(-n2nnc(-c3cccnc3)n2)cc1	i	i	i	i	i	i	i	-5.2	i	i	i
CCC(C)C(=O)Nc1cc(C(=O)OC)ccc1C(=O)OC (configuration not stated)	i	i	i	i	i	i	i	2.6	i	i	i
CCc1ccc(N2CC(C(=O)Nc3ccc(S(=O)(=O)Nc4nccs4)cc3)CC2=O)cc1 (configuration not stated)	i	i	i	i	i	i	i	2.1	i	i	i
COc1cc(-n2nc(C)c3c2OC(N)=C(C#N)C3c2ccccc2)c(Cl)c(Br)c1O (configuration not stated)	i	i	i	i	i	i	i	15.3	i	i	i
Cc1ccc(CNC(=O)CN2CCN(Cc3ccc(Cl)cc3)C2=O)cc1	i	i	i	i	i	i	i	-16.1	i	i	i
COc1c(O)c(=O)n2c3ccccc3c3ccnc1c32	i	i	i	i	i	i	i	-5.4	i	i	37.4*
Cc1cc(C(=O)Cn2c(CO)nc3ccccc32)c(C)n1C	i	i	i	i	i	i	i	-4.2	i	i	i
CN(C)CCCNS(=O)(=O)c1cc(Cl)c(Cl)cc1Cl	i	i	i	i	i	i	i	-7.8	i	i	i
COc1ccc(-n2nc3c(c2NC(=O)C2CC2)CS(=O)(=O)C3)cc1	i	i	i	i	i	i	i	-2.5	i	i	i
CC(C)N1CCN(Cc2ccc(-c3ccccc3)cc2)CC1CCO (configuration not stated)	i	i	i	i	i	i	i	6.6	i	i	i
C=C[C@]1(C)C[C@H]1[C@H](NP(=O)(c1ccccc1)c1ccccc1)c1ccccc1	i	i	i	/	i	/	/	/	/	/	i
c1ccc(-c2noc(-c3cccnc3)n2)cc1	i	i	i	i	i	i	i	7.5	i	i	i
O=C(O)c1cc(-c2ccc3c(c2)OCCO3)n[nH]1	i	i	i	i	i	i	i	-9.5	i	i	i
CCOC(=O)c1sc2ncn(C(CC)C(=O)OCC)c(=O)c2c1C (configuration not stated)	i	i	i	i	i	i	i	6.2	i	i	i
COC(=O)CCC(=O)N1CCOCCOCCOCC1	i	i	i	i	i	i	i	-12.8	i	i	i
COC(=O)CC1COc2ccccc2N1S(=O)(=O)c1ccc(Br)cc1 (configuration not stated)	i	i	i	i	i	i	i	4.5	i	i	i
C=CCN1C(=O)c2ccc(C(=O)N(CCOC)c3c(N)n(CCCC)c(=O)[nH]c3=O)cc2C1=O	i	i	i	i	i	i	i	-1.3	i	i	i
CC(C)COC(=O)C1C(=O)CC(C)(O)C(C(=O)OCC(C)C)C1c1cccnc1 (configuration not stated)	i	i	i	i	i	i	i	1.4	i	i	i
Cc1ccccc1/C=N\NC(=O)c1ccccc1-n1cccc1	i	i	i	i	i	i	i	-6.4	i	i	i
CSc1nc(-c2ccco2)nn1C(=O)c1ccccc1Cl	/	/	/	i	i	i	i	8.2	i	i	/
OC(CNc1ccccc1)COc1ccc(OCC(O)CNc2ccccc2)cc1 (configuration not stated)	i	i	i	i	i	i	i	29.3	i	i	i
O=C(O)CCCN1C(=O)c2ccc(C(=O)c3cccc([N+](=O)[O-])c3)cc2C1=O	i	i	i	i	i	i	i	7.6	i	i	i
CC(C)c1ccc(NC2CCCN(C(=O)CCCn3cncn3)C2)cc1 (configuration not stated)	i	i	i	i	i	i	i	-2.0	i	i	i
O=C(NNC(=O)C1CCN(Cc2ccc(Cl)c(Cl)c2)CC1)c1cccs1	i	i	i	i	i	i	i	1.1	i	i	i
O=C(NNC(=O)C12CC3CC(CC(C3)C1)C2)c1cccc(O)c1	i	i	i	i	i	i	i	-0.9	i	i	i
CCCc1cc(=O)n2[nH]c(C)c(-c3ccccc3)c2n1	i	i	i	i	i	i	i	6.2	i	i	i
Cc1ccc(C(O)C(=O)c2ccco2)cc1 (configuration not stated)	i	i	i	i	i	i	i	0.0	i	i	i
NC(N)=N/N=C/c1ccccc1	i	i	i	i	i	i	i	-7.2	i	i	i

Entries of single compounds from above. Values in the order: MrgX1 antagonist	MrgX1 ag	TMEM16A inh	TRPC4 potent	ANO1 activ	TRPC6 inh	TRPC6 activator	SKKanGAS inh	TRPC4 act	TRPC4 inh	MrgX1 allo act
Results for O=C(NNC(=O)C12CC3CC(CC(C3)C1)C2)c1cccc(O)c1 = i	i	i	i	i	i	i	-0.9	i	i	i
Results for CC(C)COC(=O)C1C(=O)CC(C)(O)C(C(=O)OCC(C)C)C1c1cccnc1 (configuration not stated) = i	i	i	i	i	i	i	1.4	i	i	i

(list continues)
SMILES	MrgX1 antagonist	MrgX1 ag	TMEM16A inh	TRPC4 potent	ANO1 activ	TRPC6 inh	TRPC6 activator	SKKanGAS inh	TRPC4 act	TRPC4 inh	MrgX1 allo act
O=C(c1ccccc1Oc1nnnn1-c1ccccc1)N1CCOCC1	i	i	i	i	i	i	i	-2.0	i	i	i
COCCN(C(=O)Cc1cccs1)C(C(=O)NCc1ccc(OC)cc1)c1ccc(C(C)C)cc1 (configuration not stated)	i	i	i	i	i	i	i	10.8	i	i	i
CSC1=NCCN1C(=O)Cc1cccs1	i	i	i	i	i	i	i	0.0	i	i	i
CC(=O)Nc1ccc(/C=C/c2nc3ccccc3o2)cc1	i	i	i	i	i	i	i	0.2	i	i	i
CC1CCN(C(=O)c2cc3c(ccc4ccccc43)o2)CC1	i	i	i	i	i	i	i	10.0	i	i	i
CCNC(=O)CC1C(=O)N(c2ccc(F)cc2)C(=S)N1CCc1ccncc1 (configuration not stated)	i	i	i	i	i	i	i	3.9	i	i	i
